# HIV Rev-RRE inh: HIV-1 Rev-RRE binding inhibitors, primary screen, biochemical, FRET, protein-RNA interaction; P05866; Rev peptide-RRE RNA binding; inhibition, % at 8 µM; 97,000 tested, 0.79% active; AID 704, 2007;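 active means inhibition above the screen-wide mean plus 3 SD, cut at about 35% in these data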;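 further: 0% = median DMSO wells and 100% = median Neomycin B control wells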
# Target sequence (P05866 whole entry, looked up): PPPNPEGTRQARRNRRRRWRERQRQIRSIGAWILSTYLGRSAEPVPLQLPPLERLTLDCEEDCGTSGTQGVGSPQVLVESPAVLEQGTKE
#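 Test system: Cy5-tagged RRE RNA duplex with fluorescein-tagged Rev peptide | Read-out: % inhibition of FRET ratio versus controls | Probe or stimulus: Labelled Rev peptide | Incubation: 5 min RNA-compound premix plus 15 min binding step, 25 °C | Technique: FRET fluorescence readout | Benchmarks: DMSO low control, neomycin B high control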
# Plk1 PBD FP: Plk1 polo box domain binding inhibitors, primary screen, biochemical, fluorescence polarization. Serine/threonine-protein kinase PLK1 (Homo sapiens), P53350. Plk1 PBD phosphopeptide binding. inhibition, %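 (tested at about 20 µM)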. 97,000 tested, 0.13% active. AID 693, 2007; in the data active means inhibition above about 34%, passing the limit was not always enough
# ERa coact inh: ERα–SRC-1 coactivator interaction inhibitors, primary screen, biochemical, TR-FRET, ERα LBD, estradiol-bound; TR-FRET ER-alpha LBD / SRC-1 peptide; inhibition, % at 25.6 µM; Estrogen receptor (Homo sapiens), P03372; 86,000 tested, 1.7% active; AID 629, 2007; in the data active means inhibition above about 50%;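 further: 0% = receptor plus peptide control and 100% = peptide only without receptor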
# CD11b adhes enh: enhancers of CD11b/CD18 adhesion to fibrinogen, primary screen, K562 cells, luminescence; Integrin beta-2 (Homo sapiens) + Integrin alpha-M (Homo sapiens), P05107+P11215; ATPlite luminescence; activation, % at 10 µM; 93,000 tested, 0.07% active; AID 1499, 2009;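 active means 10 µM primary screen giving 50% or more activity, confirmed by 40% or more on retest at that dose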; further: strong numbers were not always called active
# Target sequence (P05107 whole entry, looked up, other chains not shown): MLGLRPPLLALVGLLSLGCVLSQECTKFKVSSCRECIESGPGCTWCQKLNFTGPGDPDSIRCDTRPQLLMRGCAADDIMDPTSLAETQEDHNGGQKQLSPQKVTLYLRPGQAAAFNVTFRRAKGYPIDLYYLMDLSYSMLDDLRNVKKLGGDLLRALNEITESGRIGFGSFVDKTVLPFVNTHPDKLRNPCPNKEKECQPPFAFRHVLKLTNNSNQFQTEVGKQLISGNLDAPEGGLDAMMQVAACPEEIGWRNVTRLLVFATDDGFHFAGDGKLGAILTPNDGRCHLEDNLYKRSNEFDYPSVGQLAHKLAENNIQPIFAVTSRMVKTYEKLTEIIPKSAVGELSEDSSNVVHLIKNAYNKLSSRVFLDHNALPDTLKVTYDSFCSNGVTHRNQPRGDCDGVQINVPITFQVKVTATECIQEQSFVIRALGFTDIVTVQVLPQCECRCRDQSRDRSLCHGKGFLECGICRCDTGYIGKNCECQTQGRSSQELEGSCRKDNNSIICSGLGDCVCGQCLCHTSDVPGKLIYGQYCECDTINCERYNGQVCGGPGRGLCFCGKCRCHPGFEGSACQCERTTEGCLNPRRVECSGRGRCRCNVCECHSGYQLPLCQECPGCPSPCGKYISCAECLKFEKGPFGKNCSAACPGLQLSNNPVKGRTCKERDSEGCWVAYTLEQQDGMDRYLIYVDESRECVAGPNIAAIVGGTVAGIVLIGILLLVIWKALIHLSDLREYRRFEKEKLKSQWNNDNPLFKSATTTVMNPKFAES
# ERb SRC1 inh: inhibitors of ERβ-SRC1 coactivator interaction, primary screen, biochemical, TR-FRET, ERβ LBD, SRC-1 peptide | Estrogen receptor beta (Homo sapiens), Q92731 | TR-FRET ER-beta LBD / SRC1-Cy5 peptide binding; receptor agonist-loaded with 1 µM estradiol | inhibition, % at 25.6 µM | 86,000 tested, 1.3% active;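 active means compounds whose percent inhibition of the receptor-coactivator binding signal exceeds about 50% in the single-dose screen, limit read from the data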;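 further: 0% = receptor plus peptide wells without compound and 100% = peptide-only wells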
# FAK inh: FAK kinase inhibitors, primary screen, biochemical; Focal adhesion kinase 1 (Homo sapiens), Q05397; biochemical FAK kinase activity assay; inhibition, %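 (tested at 7 µM)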; 97,000 tested, 0.84% active; AID 727, 2007; in the data active means inhibition above about 19%;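 further: 0% = DMSO and 100% = reference compound high control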
# PLK1 inh: human PLK1 kinase inhibitors, primary screen, biochemical, TR-FRET | AID 619, 2007 | recombinant PLK1 kinase, TR-FRET peptide phosphorylation | 97,000 tested, 0.53% active | inhibition, % at 10 µM | Serine/threonine-protein kinase PLK1 (Homo sapiens), P53350;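 active means inhibition of 50% or more in the single-concentration screen; inactive means inhibition below 50%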;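 further: 0% = DMSO max control and 100% = H-89 dihydrochloride min control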
# ERa coact pot: enhancers of ERα–SRC-1 coactivator binding, primary screen, biochemical, TR-FRET, ERα LBD, low estradiol | Estrogen receptor (Homo sapiens), P03372 | TR-FRET ERalpha-LBD/SRC-Cy5 coactivator binding, 2 h; 100 = basal binding, no effect | coactivator binding (% of control), % at 25.6 µM | 86,000 tested, 1.3% active | AID 639, 2007; in the data active means activity above about 200%;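 further: binding measured in presence of low estradiol as agonist stimulus; 0% = peptide alone without receptor and 100% = receptor with peptide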
# CD11b adhes inh: inhibitors of CD11b/CD18 adhesion to fibrinogen, primary screen, K562 cells, luminescence. inhibition, % at 10 µM. 93,000 tested, 0.54% active. ATPlite luminescence; Mn2+ added to activate the integrin. AID 1497, 2009. Integrin beta-2 (Homo sapiens) + Integrin alpha-M (Homo sapiens), P05107+P11215;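 active means primary inhibition of 50% or more at 10 µM, then 40% or more on retest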; further: some results filed as inactive read as strong as hits
# Starred values were filed as active, the others as inactive; x = not tested or not shown; [ ] = remark or other dose.
SMILES,HIV Rev-RRE inh,Plk1 PBD FP,ERa coact inh,CD11b adhes enh,ERb SRC1 inh,FAK inh,PLK1 inh,ERa coact pot,CD11b adhes inh
CC(=O)NC1=C(C#N)C(c2ccccc2)c2c(ccc3ccccc23)O1 (stereo not drawn),3,1,x,-5,x,1,-6,x,17
CC(CNC(=O)c1cncc(O)c1)NC(=O)c1cncc(O)c1 (stereo not drawn),3,-2,-20,-3,-7,-1,-11,111,-10
O=C(O)CC(c1ccccc1)n1cccc1 (stereo not drawn),0,0,-17,-6,-12,-5,-5,105,18
COc1ccc(-c2oc(NC(=O)c3ccc(C)cc3)c(C#N)c2-c2ccc(OC)cc2)cc1,11,-19,4,-2,7,1,-13,106,6
CCOc1ccccc1NC(=O)COn1nnc2ccccc21,6,-9,9,-1,-12,0,-10,102,2
COc1cc2c(cc1OC)C(c1cc(OC)c(OC)c(OC)c1)NCC2 (stereo not drawn),0,15,-6,x,-3,-4,-10,122,x
O=C(NCN1C(=O)C2C3C=CC(C3)C2C1=O)Nc1nncs1 (stereo not drawn),5,-9,x,x,x,-6,-6,x,x
CN(C)c1cc(=O)n2c(n1)SCCC2,-2,17,4,x,-12,-6,0,111,x
N#Cc1ccsc1NC(=O)CSc1ncn[nH]1,9,-6,8,-3,7,5,-2,77,-5
O=C(Cc1ccccc1)N1CCCC1c1ccccc1 (stereo not drawn),-1,-31,-4,-4,-5[fluorescence artefact?],1,-5,120,4
O=C(NC12CCC(O)C(SC1)/C2=N/O)c1ccccc1 (stereo not drawn),5,-8,-2,0,-8,-3,-4,119,-1
COc1ccc(OC)c(NC2c3ncccc3C(=O)N2Cc2ccco2)c1 (stereo not drawn),-2,-11,-4[fluorescence artefact?],x,13,-1,-10,53[fluorescence artefact?],x
O=C(CSc1nc2ccccc2s1)N1c2ccccc2Sc2ccc(C(F)(F)F)cc21,15,-3,x,-2,x,3,-7,x,17
O=C(NC(=S)Nc1ccc(S(=O)(=O)N2CCCCC2)cc1)c1ccccc1,-2,-21,x,-5,x,-2,-6,x,5
NS(=O)(=O)c1ccc(CCNC(=O)C2CCCN(S(=O)(=O)c3cccnc3)C2)cc1 (stereo not drawn),3,19,-6,0,-10[fluorescence artefact?],0,-7,138,-3

# Look-ups from the results shown.
# Under Plk1 PBD FP, `CN(C)c1cc(=O)n2c(n1)SCCC2` reads 17
# Under FAK inh, `O=C(NC(=S)Nc1ccc(S(=O)(=O)N2CCCCC2)cc1)c1ccccc1` reads -2
# Under PLK1 inh, `O=C(NCN1C(=O)C2C3C=CC(C3)C2C1=O)Nc1nncs1` (stereo not drawn) reads -6
# Under ERb SRC1 inh, `O=C(NC12CCC(O)C(SC1)/C2=N/O)c1ccccc1` (stereo not drawn) reads -8
# Under ERb SRC1 inh, `CCOc1ccccc1NC(=O)COn1nnc2ccccc21` reads -12

# Remaining list, next part
SMILES,HIV Rev-RRE inh,Plk1 PBD FP,ERa coact inh,CD11b adhes enh,ERb SRC1 inh,FAK inh,PLK1 inh,ERa coact pot,CD11b adhes inh
CC(=O)N1CCC(N2CCN(c3ccccc3F)CC2)CC1,6,2,x,-3,x,-2,-19,x,-2
Cc1cccc(-c2noc(CCC(=O)NCc3ccco3)n2)c1,0,0,-4,-1,-6,1,7,114,2
Cc1cc(O)ccc1C1(c2ccc(O)cc2C)OC(=O)c2ccccc21,5,0,25,x,29,0,-3,85,x
Cc1ccc(SCC(=O)NCC(C)C)cc1,x,x,-11,2,-4,x,x,103,-12
Cc1ccc(C)c(S(=O)(=O)NCc2ccc(C(=O)NCc3ccco3)cc2)c1,5,-9,-42,x,8,1,-3,105,x
Cc1cc(SCC#N)n2nc(C)c(-c3ccccc3)c2n1,14,-4,-12,-6,-14,2,-7,110,-2
CC(=O)c1ccc(NC(=O)Nc2ncn(Cc3cccc(C)c3)n2)cc1,7,9,-19,x,8,12,-4,106[fluorescence artefact?],x
CCOC(=O)C1CCN(c2c(N3CCCC(C(=O)OCC)C3)c(=O)c2=O)CC1 (stereo not drawn),1,-2,-5,-4,-7,-3,-8,124[fluorescence artefact?],-3
CN(C)c1ccc(NC(=O)N2CCOCC2)cc1,3,8,43[fluorescence artefact?],x,64*[fluorescence artefact?],5,-10,24[fluorescence artefact?],x
NC(=O)C1(N2CCCCC2)CCN(C(=O)c2cccs2)CC1,1,-3,2,-2,0[fluorescence artefact?],1,-5,123,-2
CC(=O)Nc1ccc(N2C(C(C)=O)=NN(c3ccccc3)C2c2cccs2)cc1 (stereo not drawn),2,-28,-4,1,-16,0,-12,89,-5
O=C(CN1C2=NCCCN2c2ccccc21)c1cccs1,5,5,-9,1,-6,-2,-3,108,-2
CCn1ccc(=N)cc1,1,1,-1,3,-9,-4,-23,103,-10
Cc1ccc(C)c2c3c([nH]c12)-c1nonc1CC3,-3,1,10,2,8,2,-2,82,-12
CSc1ncccc1C(=O)OCC(=O)N(CC(C)C)C1CCS(=O)(=O)C1 (stereo not drawn),0,9,-1,-3,5,-4,-2,110,-1

# Profiles, looked up by structure. Order of values: HIV Rev-RRE inh | Plk1 PBD FP | ERa coact inh | CD11b adhes enh | ERb SRC1 inh | FAK inh | PLK1 inh | ERa coact pot | CD11b adhes inh
# Profile of CCn1ccc(=N)cc1 = 1 | 1 | -1 | 3 | -9 | -4 | -23 | 103 | -10
# Profile of CCOc1ccccc1NC(=O)COn1nnc2ccccc21 = 6 | -9 | 9 | -1 | -12 | 0 | -10 | 102 | 2

# New compounds follow:
SMILES,HIV Rev-RRE inh,Plk1 PBD FP,ERa coact inh,CD11b adhes enh,ERb SRC1 inh,FAK inh,PLK1 inh,ERa coact pot,CD11b adhes inh
CS(=O)(=O)c1ncc(Cl)c(C(=O)Nc2ccc(N3CCOCC3)cc2)n1,x,x,15[fluorescence artefact?],2,31,x,x,94[fluorescence artefact?],-14
COc1ccc(Nc2ncc(C(=O)N3CCN(c4ccccc4OC)CC3)c3ccccc23)cc1,-4,-5,0,x,14[fluorescence artefact?],1,-12,81[fluorescence artefact?],x
COc1cccc2cc(-c3nnc(SCC(=O)NCCc4ccccc4)n3C)oc12,5,-11,-1,-3,-7,-1,-11,98,-10
Cc1ccc(S(=O)(=O)N(C)CC(=O)Nc2cccc(C)n2)cc1,-3,6,-11,2,-2,-8,-2,102,-9
COc1cc2c(cc1OC)CN(C(=O)C1(c3ccccc3)CC1)CC2,1,5,0,-2,27[fluorescence artefact?],11,-4,101,5
Cc1nc([N+](=O)[O-])c(Br)n1CC(=O)c1ccc(Cl)cc1,7,12,4,-4,-2,-1,-1,95,32
O=S(=O)(NCCOc1cccc2cccnc12)c1ccc(F)cc1,4,5,-1,1,-1,0,-13,102,25
CCCCN(CCCC)Cc1ccc(N)cc1,8,-15,-1,5,-1,-3,11,113,-16
C=CCNC(=O)c1ccc(-c2nc(-c3ccccc3)cs2)cc1,10,5,x,-7,x,3,-9,x,-2
O=C(CSc1nc(-c2ccccc2)c(-c2ccccc2)[nH]1)Nc1nccs1,17,-14,x,2,x,7,61*,x,10
CCOc1ccc(-c2n[nH]c(C)c2-c2ccccc2OC)c(O)c1,13,32,-6,-3,-6,2,-6,107,9
COc1ccc(OC)c(NC(=O)C2CCN(S(=O)(=O)c3c(C)noc3C)CC2)c1,9,-6,-3,-2,31,-3,-11,97,12
CCC1Oc2ccccc2N(Cc2ccccc2C)C1=O (stereo not drawn),12,-9,0,-1,-4,3,-5,96[fluorescence artefact?],1
CCC(C)NC(=O)C(Cc1ccccc1)n1cccc1 (stereo not drawn),x,x,-1,0,-6,x,x,98[fluorescence artefact?],-28
CC(C)(C)c1ccccc1NC(=O)c1cccnc1,1,-18,-11,6,-21[fluorescence artefact?],-2,-13,97,-7
CC(C)c1ccccc1NC(=O)c1ccco1,11,-27,6,x,4,-1,-5,88,x
CCOC(=O)COc1cccc2c(=O)n(CC(=O)NCc3ccc4c(c3)OCO4)ccc12,5,-33,34[fluorescence artefact?],x,14,1,-19,161[fluorescence artefact?],x
CN1C(=O)NC(NC(=O)c2cccs2)(C(F)(F)F)C1=O (stereo not drawn),2,4,-14,0,7[fluorescence artefact?],-6,5,128,-12
C=CCOc1ccc(C2OC34CCCCC3C(C#N)(C#N)C2(C#N)C(=N)O4)cc1 (stereo not drawn),29,-3,-12,-3,-17,1,7,95,10
c1ccc(Nc2cc(-c3ccccc3)nc3ncnn23)cc1,1,-4,-4,-3,0,-1,-6,94,2
CC1SC(c2ccccc2Cl)NC1=O (stereo not drawn),10,-7,2,-2,10,3,-5,109,1
Cc1ccc(-c2noc(C3CCN(C(=O)Nc4ccc(C#N)cc4)CC3)n2)o1,10,-1,-10,-1,-9,3,9,113,11
COc1ccc(N2C(=O)CC(N3CCOCC3)C2=O)cc1 (stereo not drawn),x,x,-4[fluorescence artefact?],-4,-4,x,x,75,-2
O=C1C2C3C=CC([C@@H]2C(=O)N1C1CC1)[C@H]1C(=O)N(C2CC2)C(=O)C31 (stereo partly drawn),2,-28,-6,x,-8,-4,-4,117,x
O=C(CSc1nc2ccccc2o1)N1CCN(c2ccccc2)CC1,6,3,-6,1,-8,2,-3,106[fluorescence artefact?],-3
Cc1ccc(NC(=S)/C(=C(\[O-])c2ccc(C)c([N+](=O)[O-])c2)[n+]2ccccc2)cc1C,-3,13,-4,x,-7,-5,-1,81,x
CC(CC(=O)Nc1cc([N+](=O)[O-])ccc1Cl)c1ccccc1 (stereo not drawn),2,-21,x,3,x,3,-6,x,-7
CN1C2CCC1/C(=C\c1ccccc1)C(=O)/C2=C\c1ccccc1,6,-10,x,x,x,-3,-8,x,x
Cc1ccnc(N(C(=O)c2cccs2)C(=O)c2cccs2)c1,2,18,-7[fluorescence artefact?],0,-1,9,-4,124[fluorescence artefact?],-2
CCOC(=O)c1cc(-c2nnc(SCC(=O)Nc3ccc(F)cc3)o2)c(C)nc1C,x,x,-1,1,-12,x,x,60,-7
C=CCn1c(SCCC(=O)O)nc2c1c(=O)n(C)c(=O)n2C,7,3,4,-2,14,-3,-6,106[fluorescence artefact?],11
Cn1c(=O)[nH]c(=O)c2c1nc1n2CCCS1,9,-3,-9,4,-4,9,5,113,-6
CCOC(=O)c1ccccc1NC(=O)Cc1ccccc1OC,18,8,-12,x,0,1,-10,110,x
COc1ccc(CNC(=O)c2cc(-c3cccs3)on2)cc1,7,20,76*,0,51*[fluorescence artefact?],-5,6,156,1
CC(C)(C)n1nnnc1C(c1ccc(F)cc1)N1CCN(Cc2ccc3c(c2)OCO3)CC1 (stereo not drawn),5,-3,-5,2,-7,0,-6,96,-12
CCC(C)NC(=O)C1CCC(=O)N(c2cc(OC)c(OC)c(OC)c2)C1c1ccc(OC)cc1 (stereo not drawn),-1,25,-14,x,-14,-2,-5,115,x
CCOC(=O)c1cnc2ccccc2c1NCCO,x,x,4,-1,-1,x,x,87,2
Cc1cc(NC(=O)c2cnn3cccnc23)no1,7,15,-23,-5,-28,1,43,101,3
CCOC(=O)c1ccc(NC(=O)COc2ccc(S(=O)(=O)NC(C)(C)C)cc2)cc1,4,18,0,x,-6[fluorescence artefact?],-1,-15,105,x

# Outcome played no part in choosing rows (roughly 4.7% active in at least one column).
